Assay outcomes: PubChem, several laboratories
NR2E3 ag-1: inhibitors of NR2E3-RetCOR corepressor binding, primary screen, NR2E3 agonist project, biochemical, TR-FRET, GST-NR2E3, biotin-RetCOR | AID 2300, 2010 | 320,000 tested, 0.12% active | 1536-well | Photoreceptor-specific nuclear receptor (Homo sapiens), Q9Y5X4 | inhibition of corepressor binding, % at 4.78 µM;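 active means percent inhibition above the cutoff of mean plus 3 SD of all tested compounds, set per screening campaign, cut at about 20% in these data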;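 further: 0% = DMSO wells and 100% = biotin wells as full block of FRET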
Target sequence (Q9Y5X4 whole entry, looked up): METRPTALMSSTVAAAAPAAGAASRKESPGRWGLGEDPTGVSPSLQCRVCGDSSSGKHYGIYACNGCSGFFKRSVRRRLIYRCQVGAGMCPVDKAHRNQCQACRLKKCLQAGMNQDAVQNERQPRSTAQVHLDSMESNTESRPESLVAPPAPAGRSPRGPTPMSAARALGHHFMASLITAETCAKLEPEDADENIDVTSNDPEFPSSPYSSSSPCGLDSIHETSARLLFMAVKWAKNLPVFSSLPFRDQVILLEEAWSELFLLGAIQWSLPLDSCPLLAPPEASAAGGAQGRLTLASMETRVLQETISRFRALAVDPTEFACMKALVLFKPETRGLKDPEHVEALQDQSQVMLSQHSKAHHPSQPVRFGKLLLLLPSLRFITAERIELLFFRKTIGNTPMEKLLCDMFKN
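Format: 1536-well format; test system: GST-NR2E3 and biotin-RetCOR proteins; read-out basis: percent inhibition of TR-FRET ratio; timing: 5 h incubation at 4 °C; detection: time-resolved FRET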
Shn3 3UTR inh: reduction of Shn3 3'UTR firefly luciferase signal, primary screen, Schnurri-3 inhibitor project, cell-based, Clone20 osteoblasts, set 2 | Clone20 osteoblast Shn3 3'UTR firefly luciferase, 24 h | inhibition, % at 12.5 µM | 360,000 tested, 0.52% active | AID 588674, 2011;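 active means mean inhibition of at least 75% with every replicate also reaching 75%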;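 further: 0% = median of neutral control wells and 100% = pilot-screen positive control compound; some compounds past the cut are filed as inactive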
Cardio protect: cardioprotection against H2O2-induced cell death, primary screen, uHTS, H9c2 cells, ATPLite luminescence. H9c2 cardiomyocytes, H2O2 injury protection, 2 h. 360,000 tested, 0.63% active. protection from H2O2 cell death, % at 20 µM. AID 588492, 2011;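 active means compounds giving at least 50% protection of heart cells from peroxide-induced death in the single-dose screen, raw or plate-pattern-corrected value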;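 further: 0% = DMSO wells with peroxide and 100% = DMSO wells without peroxide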
NR2E3 ag-2: NR2E3 agonists in two-hybrid cells, primary screen, cell-based, luminescence, CHO-S, Gal4-NCOR/VP16-NR2E3; Photoreceptor-specific nuclear receptor (Homo sapiens), Q9Y5X4; luciferase; inhibition of corepressor binding, % at 3.98 µM; 360,000 tested, 0.35% active; AID 602229, 2012;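 active means inhibition above the mean of all tested compounds plus 3 SD, cut at about 70% in these data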;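 further: 0% = DMSO with NR2E3 transfected cells and 100% = cells lacking NR2E3 construct; higher means lower luciferase signal from less NR2E3 corepressor binding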
CaV13 ICDI inh: Primary screen for inhibitors of IQ motif and Ca2+-dependent inactivation inhibitor domain binding in CACNA1D, Förster resonance energy transfer in living cells, …. 340,000 tested, 0.098% active. HEK cells, CFP/YFP FRET ICDI-IQ, plate reader, 10 min; percent FRET-ratio fall versus neutral wells. AID 743397. inhibition, % at 12.3 µM;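 active means mean replicate inhibition of at least 30% and at least 1% of replicates passing that level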;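 further: 0% = median of the neutral control wells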
Peg3 promoter: Peg3 promoter-driven luciferase inhibitors, primary screen, cell-based, HeLa, luciferase luminescence | HeLa PEG-Prom luciferase reporter, overnight | inhibition, % at 20 µM | 360,000 tested, 1.7% active | AID 588405, 2011;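 active means inhibition of at least 50% at 20 µM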
hiPSC survival: enhancers of single-cell hiPSC survival, primary screen, ATPlite luminescence; survival enhancement, % at 20 µM; 360,000 tested, 0.044% active; 100% = ROCK inhibitor wells, 0% = DMSO; AID 602274, 2012; in the data active means survival enhancement above about 18%;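 further: cells exposed to compounds for 16 hours before the ATP read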
PDI turbidity: inhibitors of human PDI, primary screen, biochemical, turbidity, single point, plate reader | AID 588391, 2011 | inhibition, % at 10 µM | PDI insulin aggregation turbidity, A650, 90 min | Protein disulfide-isomerase (Homo sapiens), P07237 | 350,000 tested, 0.052% active;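 active means mean inhibition across replicates of 30% or more, whatever share of single replicates reach that level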;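 further: absorbance from insulin aggregation driven by PDI reduction with DTT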
Target sequence (P07237 whole entry, looked up): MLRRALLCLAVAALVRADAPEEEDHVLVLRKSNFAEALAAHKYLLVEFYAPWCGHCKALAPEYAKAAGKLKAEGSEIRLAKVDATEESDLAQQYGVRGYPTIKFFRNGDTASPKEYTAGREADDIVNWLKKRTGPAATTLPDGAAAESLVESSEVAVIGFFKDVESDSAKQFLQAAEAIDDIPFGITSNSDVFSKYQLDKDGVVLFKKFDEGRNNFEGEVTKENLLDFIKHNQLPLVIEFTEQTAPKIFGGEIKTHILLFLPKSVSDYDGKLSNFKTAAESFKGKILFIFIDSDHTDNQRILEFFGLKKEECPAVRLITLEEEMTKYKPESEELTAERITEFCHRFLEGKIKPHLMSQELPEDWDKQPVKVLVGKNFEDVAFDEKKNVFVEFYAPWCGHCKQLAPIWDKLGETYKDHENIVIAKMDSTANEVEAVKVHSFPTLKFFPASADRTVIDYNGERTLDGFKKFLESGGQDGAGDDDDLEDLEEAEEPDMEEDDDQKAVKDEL
HIF-2a inh: HIF-2a reporter inhibitors, primary screen, luminescence, 786-0 RCC cells. 786-0 RCC cells HIF-2a reporter, luciferase luminescence, overnight. inhibition, % at 18.8 µM. 360,000 tested, 0.72% active. AID 624352, 2012;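 active means inhibition of the luminescence signal of 40% or more relative to plate controls, in a single-dose primary screen at 18.75 µM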
TRPM1 prom inh: inhibitors of MITF-dependent TRPM1 promoter reporter, primary screen, cell-based, SK-MEL-5, single point, luciferase. SK-MEL-5 TRPM1 promoter luciferase, 24 h. inhibition, % at 12.5 µM. 330,000 tested, 0.83% active. AID 488899, 2010;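 active means mean inhibition across replicates of 60% or more, whatever share of single replicates reaches that level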; further: values of inactives mirror those of a sister screen read the other way
m5-HT2A agonist: mouse Htr2a agonists via beta-arrestin recruitment, primary screen, cell-based, luminescence; CHO-K1 mHTR2A beta-arrestin complementation; percent of 30 µM serotonin response; activation, % at 7.6 µM; 360,000 tested, 0.66% active;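 active means activation above a run cutoff, the mean activation of all tested compounds plus 3 SD, cut at about 14% in these data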;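 further: 0% = plate median of compound wells and 100% = 30 µM serotonin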
The depositor's hits bear a star; nt = no result given. Compounds as they come, and some 3.9% of all compounds hit somewhere here.

Screens in order: NR2E3 ag-1, Shn3 3UTR inh, Cardio protect, NR2E3 ag-2, CaV13 ICDI inh, Peg3 promoter, hiPSC survival, PDI turbidity, HIF-2a inh, TRPM1 prom inh, m5-HT2A agonist
1: C/C(=N\NC(=O)c1ccc(O)cc1)c1cccc(NC(=O)c2ccccc2C)c1
    -2, -21, -8, -38, nt, -87, -0.4, -11, -54, -25, -3
2: O=C1C2C3CCC(C3NCc3ccccc3)C2C(=O)N1Cc1ccccc1 (stereo unspecified)
    -3, 7, -1, -9, nt, 25, -0.4, 6, 12, 8, -6
3: Nc1ccc(C(=O)NCC2(c3ccccc3)CCCC2)cc1
    5, 1, 4, -55, 12, -8, 0.6, 1, 18, -4, 4
4: COc1cc(NC(C)CCCNC(C)C)c2ncccc2c1OC (stereo unspecified)
    nt, 11, -3, 13, -8, 27, -1.9, 1, 15, 31, -1
5: CCOC(=O)CNc1nc(Cl)nc(Nc2ccc(C)cc2)n1
    4, nt, -4, -1, 4, -30, 0.2, 1, 3, -3, -5
6: CCCCN1CC2([N+](=O)[O-])C=CC(=O)C([N+](=O)[O-])(C1)C2CC(=O)c1ccccc1 (stereo unspecified)
    -1, -18, 6, -1, -4, 11, -1.5, 13, 3, -1, 3
7: COc1ccc(C(=O)NCCn2cc(SCC(=O)Nc3nnc(C)s3)c3ccccc32)cc1
    -1, -30, 15, -16, -7, -23, 0.7, 0, -59, -5, 3
8: O=C1CC2(CCN(C(=O)c3ccccc3Br)CC2)Oc2ccccc21
    0, 11, 1, -18, -2, 12, -0.3, 3, 20, 1, -4
9: CNc1nc(-c2ccccc2)cc(C(F)(F)F)c1C#N
    0, 0, -1, -2, -5, 1, 2.3, -2, 9, 8, 3
10: CCCCN1C(N)=NC[C@@H]1Cc1ccccc1
    0, 4, -1, 28, -4, 10, 10, 16, 16, -5, 5
11: S=C(NCc1ccco1)Nc1ccc2c(c1)OCCO2
    -4, -37, -5, -29, -4, -117, -0.9, 6, -186, -42, -3
12: CC(=O)NCC1CCCN(c2nc3nonc3nc2N(C)Cc2ccccc2)C1 (stereo unspecified)
    1, -54, 12, -28, 0, 18, 1.1, -2, 14, -7, 2
13: Cc1ccc(NC(=O)C(OC(=O)c2cnc(C)cn2)c2ccccc2)c([N+](=O)[O-])c1 (stereo unspecified)
    0, -23, 0, -8, -6, -21, 2.0, -1, -27, -3, 7
14: Cc1cc(C(=O)NNC(=O)CN2C(=O)NC(C)(c3ccccc3)C2=O)c(C)o1 (stereo unspecified)
    4, -1, 3, -7, -7, 13, 1.2, 0, 13, -3, 6
15: O=c1[nH]c(NNC(=S)NC2CCCCC2)nc2c1C1(CCCC1)Cc1ccccc1-2
    4, 7, -3, -4, -7, -5, 0.5, 3, 12, -4, -2
16: Nc1ccccc1N1C(=O)c2cccc3cccc(c23)C1=O
    -1, 3, 2, -41, -4, -25, -0.3, -2, -21, nt, -1
17: COc1ccc(/C=C2\CCc3c2nc2ccccc2c3C(=O)O)cc1OC
    -3, -28, 6, 2, -12, -28, 0.4, 2, -169, -8, 2
18: Cc1ccc(CNC(=O)Cn2c(=O)oc3ccccc32)o1
    2, 9, -1, 10, -4, 1, 0.6, -4, 11, 4, -1
19: CCCCCn1nc(C(=O)OCC(=O)c2c(N)n(C)c(=O)n(C)c2=O)c2ccccc2c1=O
    0, 9, 66*, 9, 3, 17, 2.4, -1, -1, 6, 1
20: COc1ccc(-n2c(SCC(=O)NCC3CCCO3)nc3c(c2=O)SCC3)cc1 (stereo unspecified)
    3, 11, 0, 5, -5, -2, -0.5, 0, 3, 5, 15*
21: CSCC[C@H](NC(=O)Nc1ccccc1C)C(=O)O
    -5, 1, 6, -20, -14, 5, -0.2, -5, 19, 2, 2
22: COc1cc(OC)c(C2C(C(=O)Nc3ccc(C)cc3C)=C(C)Nc3ncnn32)cc1OC (stereo unspecified)
    2, 1, -3, -13, -3, -8, -1.5, -3, 13, 5, -2
23: CCn1c(=O)n(CC(=O)NCc2ccco2)c(=O)c2ccccc21
    0, 25, 16, -25, -1, -10, 12, 22, 6, 5, 5
24: Cc1ccc(N2CCN(S(=O)(=O)N3CCCCCC3)CC2)cc1Cl
    1, 4, -6, 1, -7, 8, 11, -11, 3, 1, -2
25: CC(=O)c1ccccc1OC(=O)CCN1C(=O)c2ccccc2C1=O
    -1, -8, 10, -1, -4, 9, 1.9, 11, 6, -4, 0
26: Cc1ccc(NC(=O)NNC(=O)c2ccccc2)cc1
    1, -12, 6, -21, -2, -51, -0.1, 14, -43, -12, 2
27: CC(=O)Nc1ccc(NC(=O)CSc2nc(C)nc3sc(C)c(C)c23)cc1
    1, 10, -1, 19, nt, 20, -0.7, 0, 18, 8, 4
28: CCOC(=O)c1c(NC(=O)CSc2nc3ccccc3c(=O)n2-c2ccc(F)cc2)sc(C(C)=O)c1C
    -1, 21, 0, -5, -5, 6, 1.3, -1, 16, 0, -1
29: CO/N=C/NC(=O)NOCc1ccc(Cl)cc1Cl
    3, -21, 0, -19, nt, -30, -2.7, 2, -9, 12, -3
30: Cc1ccccc1OCC(=O)Nc1ccccc1N1CCC(C)CC1
    -1, 18, -8, -25, 0, 4, 8.8, 9, 1, 5, 7
31: COc1ccc(CNC(=O)CN(C(=O)c2snc(C(N)=O)c2N)c2ccc(F)cc2)cc1
    2, 9, 9, -7, -3, 7, 0.8, -25, 17, 4, 5
32: COc1ccc(NC(=O)COC(=O)Cc2c[nH]c3ccccc23)cc1Cl
    nt, -24, -4, -14, -9, 2, -2.2, 7, 18, 15, 1
33: Cc1ccc(S(=O)(=O)NCC(=O)OCC(=O)c2ccc(S(=O)(=O)N3CCCCC3)cc2)cc1C
    nt, -6, 3, -17, -14, 12, -0.5, 7, 13, -8, -6
34: CC(C)c1ccc(C(C)NC(=O)C2CCCC2)cc1 (stereo unspecified)
    2, -15, 2, -19, -12, 10, -0.1, -1, 9, -1, 0
35: Nc1c(C(=O)Nc2cccc(F)c2)nnn1-c1cccc(C(F)(F)F)c1
    1, -38, -2, -42, -6, -136, 0.8, 4, -221, -75, 0
36: COc1cc(C(=O)O)c2ccccc2n1
    0, 13, 0, -9, -5, -4, 0.4, 5, 24, 0, 2
37: O=C(Nc1ccc(Cl)cc1Cl)c1ccc2c(c1)OCCO2
    0, -68, -21, -196, -2, -146, 0.2, -3, -134, -48, -8
38: COc1ccc2nc(N3C(=O)CC(Cc4ccc(Cl)cc4)C3=O)sc2c1 (stereo unspecified)
    2, 1, -6, 16, -9, -2, 0.2, 5, -5, 3, 4
39: COc1ccc(C2CC(=O)c3cnc(NC(=O)c4ccccc4)nc3C2)c(OC)c1 (stereo unspecified)
    -1, 20, 17, -5, -5, 20, 0.8, -2, 13, 5, 4
40: Cc1occc1C(=O)Nc1sc2c(c1C(N)=O)CCCCC2
    4, -37, -10, -62, -3, -195, -2.4, 0, -238, -63, -1
41: Cc1ccc(N2C(=NC(=O)c3ccccc3)SC3CS(=O)(=O)CC32)cc1 (stereo unspecified)
    0, 1, 1, -7, -5, 15, -0.5, -2, 13, 3, 3
42: C[C@]12c3[nH]c4cc(-c5ccco5)ccc4c3CCN1C(=O)[C@@H](CC(=O)NCc1cccc(C(F)(F)F)c1)C[C@@H]2C(=O)N1CCOCC1
    nt, -9, -8, 4, -6, 16, 1.5, 9, 18, 1, -1
43: Cc1cc2c(NC(=O)Nc3ccc(F)cc3)cccc2nn1
    -1, nt, 1, -17, -11, 17, -0.6, 6, 13, -5, 1
44: CN(C)C(=O)c1sccc1Oc1ccc(F)cc1[N+](=O)[O-]
    -3, -3, 7, -22, 4, -29, -0.3, -3, -38, -8, 0
45: Clc1cccc(-c2cc3nc(NCCOc4ccccc4)ccn3n2)c1
    nt, -62, -8, -24, -11, -124, -0.2, 11, -173, nt, 3
46: CC1(C(=O)NCc2ccco2)Cc2c(-c3cccc(C(N)=O)c3)ccnc2O1 (stereo unspecified)
    nt, 1, 12, 5, -5, 6, -0.2, 12, 12, nt, 5
47: O=c1c2ccccc2cnn1-c1ccc(Cl)cc1
    1, -55, -16, -163, -3, -188, -1.2, -9, -170, -23, 0
48: COc1ccccc1CNC(=O)CCCC(=O)n1ncc2cc(C)ccc21
    -1, -1, -2, -105, -3, -14, -1.3, nt, -73, nt, 7
49: Cc1cccc(C(=O)/C=C2/c3ccccc3CC(C)(C)N2C)c1
    2, 1, -4, -13, -7, 15, 0.1, 9, -4, -8, -7
50: CN(C(=O)c1ccccc1C(=O)OCC(=O)c1ccc(Br)cc1)c1ccccc1
    0, 12, -8, 4, -2, 29, -0.3, -6, 22, 15, 0
51: COc1ccccc1CNc1nc(-c2cc(C)n(C)c2C)cs1
    nt, 8, 16, -20, nt, 20, 0.7, -11, 16, 1, 1
52: CCCCNC(=NCc1cccc(C(F)(F)F)c1)Nc1ccccc1
    -1, 3, 7, -27, -7, 76*, 0.0, 16, -4, -2, -4
53: CCN(CCn1cccn1)C(=O)C1CCC(=O)N(CCc2cccc(F)c2)C1 (stereo unspecified)
    3, -3, -3, -34, -6, 1, 0.0, 3, -7, -8, -7
54: COc1ccccc1OCC(=O)NCC(c1cccs1)N1CCOCC1 (stereo unspecified)
    0, -28, 6, -17, -6, 10, -0.2, -1, -1, -3, 0
55: CCn1ncc(Cl)c1C(=O)Nc1ccc2c(c1)CCC2
    4, -12, -5, -51, -2, -203, 0.2, -12, -194, -13, -7
56: CCOC(=O)C1=CCN(S(=O)(=O)c2cccc(Cl)c2)C1c1cccc(F)c1 (stereo unspecified)
    nt, -10, -4, -1, -6, 26, 3.7, nt, 8, nt, 11
57: Cc1ccc(S(=O)(=O)/N=C(/Sc2ccccc2C(=O)O)c2ccccc2)cc1
    -1, 6, -3, -30, -4, -2, -0.2, 3, 4, -15, 1
58: CC(C)Cn1c(-c2cccc(S(=O)(=O)N3CCOCC3)c2)n[nH]c1=S
    nt, 7, -4, -15, -2, -1, -0.2, 7, -20, -6, 1
59: C[C@H](NC(=O)[C@@H]1CCCN1C(=O)[C@@H]1CCCN1C(=O)c1ccc(Cl)cc1)c1ccccc1
    nt, nt, nt, -13, -7, nt, -0.6, nt, 4, nt, 1
60: Cc1cc2nc(-c3ccccc3O)[nH]c2cc1C
    nt, 28, -15, -197, -6, -311, -4.1, -10, -204, -51, 2
61: Cc1ccc(S(=O)(=O)N2C[C@H]3C(=O)C[C@@H](c4cccc(Cl)c4)N(S(=O)(=O)c4ccc(C)cc4)[C@H]3C[C@H]2c2ccc(Cl)cc2)cc1
    nt, 23, -7, -1, -5, 12, -4.0, -1, 12, nt, 4
